# Screening results: PubChem, The Scripps Research Institute Molecular Screening Center
# TDP2 inh: blocks human TDP2 phosphodiesterase activity; recombinant TDP2, T5PNP hydrolysis, p-nitrophenol absorbance 415 nm; inhibition, % at 12.8 µM; actives 0.34% (n = 370,000);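 active = inhibition above the mean of all tested compounds plus 3 SD, set per campaign, cut at about 25% in these data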;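 also: 0% = DMSO with enzyme and 100% = buffer with substrate but no TDP2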
#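 Test system: human TDP2 enzyme; Input: 120 nM TDP2 per well; Buffer or medium: Mg2+-containing Tris-HCl buffer, pH 7.5; Reagent: 5 mM T5PNP; Dosing: 12.8 µM single point, 1% DMSO; Incubation: reaction 2 h, 37 °C; Detection: p-Nitrophenol epi absorbance; Read-out: % inhibition relative to enzyme-containing and enzyme-free wells; Replicates: single well per compound.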
# PLC-gamma1 inh: blocks human PLC-gamma1 enzyme activity | AID 720700 | P19174 | purified PLC-gamma1, fluorogenic substrate, fluorescence | inhibition, % at 12.2 µM | actives 0.84% (n = 370,000); in the data active = inhibition above about 9.5%
# Target sequence (P19174 whole entry, looked up): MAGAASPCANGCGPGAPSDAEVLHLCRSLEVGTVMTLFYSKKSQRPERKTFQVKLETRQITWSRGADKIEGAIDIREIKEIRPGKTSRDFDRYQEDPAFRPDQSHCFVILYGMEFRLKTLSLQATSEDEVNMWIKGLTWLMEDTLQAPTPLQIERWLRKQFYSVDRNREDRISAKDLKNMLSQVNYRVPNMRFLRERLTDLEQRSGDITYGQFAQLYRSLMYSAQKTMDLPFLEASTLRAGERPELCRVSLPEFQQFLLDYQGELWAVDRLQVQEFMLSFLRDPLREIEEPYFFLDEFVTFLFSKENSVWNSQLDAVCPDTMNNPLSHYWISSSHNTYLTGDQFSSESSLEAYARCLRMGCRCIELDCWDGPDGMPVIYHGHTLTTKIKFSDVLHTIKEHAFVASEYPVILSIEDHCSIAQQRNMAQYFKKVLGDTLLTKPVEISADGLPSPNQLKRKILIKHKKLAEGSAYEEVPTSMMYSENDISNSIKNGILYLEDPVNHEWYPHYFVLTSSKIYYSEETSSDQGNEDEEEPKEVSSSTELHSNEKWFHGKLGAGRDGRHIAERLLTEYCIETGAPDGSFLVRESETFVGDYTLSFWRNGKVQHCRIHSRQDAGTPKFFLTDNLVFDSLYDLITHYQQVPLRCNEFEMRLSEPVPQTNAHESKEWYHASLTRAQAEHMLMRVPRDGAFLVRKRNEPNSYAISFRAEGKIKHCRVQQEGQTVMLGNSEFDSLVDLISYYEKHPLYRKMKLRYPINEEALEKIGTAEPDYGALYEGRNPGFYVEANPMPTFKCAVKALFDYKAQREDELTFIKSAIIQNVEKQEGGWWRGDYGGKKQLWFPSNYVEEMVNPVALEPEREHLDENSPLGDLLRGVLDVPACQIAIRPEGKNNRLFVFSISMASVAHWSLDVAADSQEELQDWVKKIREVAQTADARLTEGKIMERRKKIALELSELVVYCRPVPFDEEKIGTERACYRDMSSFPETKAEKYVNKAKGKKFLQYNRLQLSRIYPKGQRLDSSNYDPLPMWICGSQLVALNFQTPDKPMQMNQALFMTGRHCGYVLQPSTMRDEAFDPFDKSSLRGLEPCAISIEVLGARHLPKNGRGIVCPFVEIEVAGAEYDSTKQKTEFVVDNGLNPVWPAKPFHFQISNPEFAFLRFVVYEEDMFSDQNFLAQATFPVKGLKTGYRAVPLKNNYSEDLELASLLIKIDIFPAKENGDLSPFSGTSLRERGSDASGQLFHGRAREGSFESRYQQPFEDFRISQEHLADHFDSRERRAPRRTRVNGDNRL
# ASAP1 GAP inh: inhibitors of human ASAP1 ArfGAP activity; Q9ULH1; ASAP1-stimulated ARF1 GTP hydrolysis, GDP FP detection; inhibition, % at 16.5 µM; actives 0.19% (n = 360,000); AID 624377; in the data active = inhibition above about 25%;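 also: 0% = vehicle with enzyme and substrate and 100% = no enzyme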
# DDE Tn7 FP inh: DD(E)-Tn7 binding inhibition, primary FP screen; P02675; FP displacement of FITC-Tn7 peptide from fibrin DD(E); 0% = median of compound wells per plate; inhibition, % at 8.3 µM; actives 0.13% (n = 370,000); AID 720508;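 active = inhibition above the mean of compounds falling within the control limits plus 3 SD of them, cut at about 14% in these data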;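 also: 0% = plate median of compound wells and 100% = 10 µM Aha-Tn7 peptide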
#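 Assay system: Human fibrin DD(E) protein | Medium: Tris buffer with calcium and detergent, pH 7.8 | Reagent: 0.1 µM fluorescent Tn7 | Compound dosing: Single point at 8.3 µM | Times: 10 min preincubation, 3 h with tracer, room temperature | Detection: Fluorescence polarization of the labelled Tn7 tracer | Controls: Aha-Tn7 high control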
# SIAE primary: inhibitors of human sialic acid acetylesterase SIAE; SIAE FP-Rh probe binding, fluorescence polarization; inhibition, % at 9.66 µM; actives 0.69% (n = 370,000); AID 1053197;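 active = inhibition above a cutoff: mean of compounds within the control limits plus 3 SD of those, cut at about 17% in these data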;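 also: 0% = plate median of compound wells and 100% = probe without SIAE protein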
# PLCb3 inh: PLC-beta3 (human) inhibition, primary screen; Q01970; Purified PLC-beta3, fluorogenic substrate, fluorescence; inhibition, % at 12.2 µM; actives 0.18% (n = 370,000); in the data active = inhibition above about 11%;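 also: 0% = median of compound wells on plate and 100% = full blocker control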
# ADAM10 inh: inhibitors of human ADAM10. O14672. recombinant ADAM10, EDANS/DABCYL FRET peptide cleavage, 3 h. inhibition, % at 7 µM. actives 0.62% (n = 370,000);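 active = inhibition above a per-campaign cutoff equal to the mean of compounds falling between control-based bounds plus 3 SD, cut at about 20% in these data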;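 also: 0% = DMSO wells while the 100% control is not disclosed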
# ARFGAP1 inhibitor: inhibits rat ARF GTPase activating protein 1. Q62848. AID 651572. inhibition, % at 16.5 µM. Arfgap1-stimulated ARF1 GTP hydrolysis, GDP FP detection. actives 0.26% (n = 360,000);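 active = inhibition above a per-plate limit, mean inhibition of low control wells plus 3 SD, cut at about 25% in these data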;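 also: 0% = DMSO wells with enzyme and 100% = wells lacking Arfgap1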
#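 system = rat Arfgap1 catalytic domain, aa 1-136 | technique = FP, GDP Alexa 633 tracer displaced from anti-GDP antibody, 620/688 nm | compound = one concentration, 16.5 µM, DMSO 1.26% | medium = HEPES-based buffer, pH 7.5 | timing = compound-enzyme preincubation 20 min, reaction 120 min, detection 60 min, 25 °C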
# ADAM17 inh: inhibitors of human ADAM17; recombinant ADAM17, EDANS/DABCYL FRET peptide cleavage; inhibition, % at 6.95 µM; actives 0.83% (n = 370,000); P78536; AID 720648;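 active = inhibition above the mean of compounds lying between control limits plus 3 SD, set per campaign, cut at about 8.5% in these data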;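 also: 0% = DMSO-only wells as the low control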
# DDE Tn6 FP inh: DD(E)-Tn6 binding inhibition, primary FP screen | P02675 | Fibrin DD(E) TRITC-Tn6 fluorescence polarization displacement | inhibition, % at 8.3 µM | actives 0.21% (n = 370,000) | AID 720509;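 active = inhibition above a per-campaign cutoff: mean of compounds within control limits plus 3 SD, cut at about 15% in these data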;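 also: 0% = median of all compound wells on the plate and 100% = blocking peptide control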
# * = called active by the depositor; . = not tested or not shown.
SMILES,TDP2 inh,PLC-gamma1 inh,ASAP1 GAP inh,DDE Tn7 FP inh,SIAE primary,PLCb3 inh,ADAM10 inh,ARFGAP1 inhibitor,ADAM17 inh,DDE Tn6 FP inh
CCOCCCNC(=S)N(CCCN(C)C)Cc1cc2cc3c(cc2[nH]c1=O)OCCO3,-16,-66,6,0,-3,-89,-343,3,-131,6
O=C(NCc1ccccc1)NC1(C(=O)N2CCN(c3ncccn3)CC2)CCCCC1,13,0,1,2,3,-1,-3,-5,-5,3
COc1ccccc1NC(=O)CCc1nnc2ccc(N3CCN(C)CC3)nn12,1,0,3,3,-1,-5,-1,3,1,2
Cc1c(Cl)ccc(S(=O)(=O)N2CCN=C2c2ccccc2)c1Cl,2,1,-4,-1,6,3,-3,-8,3,-1
O=S(=O)(c1ccc(F)cc1)N1CCN(c2ccc(F)cc2)CC1,-17,1,-3,-1,3,-1,2,8,1,-2
O=C(NC(=S)NC1CCS(=O)(=O)C1)c1ccccc1Br (stereo not drawn),-12,0,-14,5,-9,-4,-9,5,1,13
COCc1nc2ccccc2n1CCOc1ccccc1OC,5,1,-3,5,0,-2,-7,-2,-6,-2
CNC(=O)N(O)C1N(/N=C/c2ccccc2OC)C(=S)SC1(C)C (stereo not drawn),2,0,-5,-4,7,-5,-5,-9,-6,0
COc1cccc(NC(=S)N2CCCC2)c1,0,0,-4,-5,1,1,0,8,2,-1
COCCOC(=O)C1=C(C)NC(=S)NC1c1ccc(OCC(=O)N2CC(C)OC(C)C2)c(OC)c1 (stereo not drawn),-7,-2,-5,0,3,-8,-7,9,-3,2
COc1ccc(-c2nc(SCc3ccccc3)n(C(=O)c3ccco3)n2)cc1,-11,-1,7,-8,-2,0,-5,13,1,0
O=C(CSc1nc(-c2ccc(F)cc2)cc(C(F)(F)F)n1)NCc1ccco1,-5,0,-5,-2,-1,0,-15,8,-1,1
CCOC(=O)c1ccc(NC(=O)[C@@H]2CCC(=O)N2C2OC(=O)c3c2ccc(OC)c3OC)cc1 (stereo partly drawn),2,-2,-5,-2,-2,2,-25,0,-4,1
O=C(NCCCN1CCOCC1)c1c(O)c2ccccc2[nH]c1=O,-1,1,-10,1,-3,-2,-1,-8,-3,3
Cc1cc(C)nc(/N=C2\NC(=O)CC(C(=O)O)N2CCc2c[nH]c3ccccc23)n1 (stereo not drawn),-2,2,12,-9,6,-3,-14,-10,2,-6
CCCCOC(=O)c1ccc(NC(=O)c2cnc3n(c2=O)CCS3)cc1,3,2,3,-5,-3,2,1,10,0,-2
CC(C)(C)C(=O)Nc1ccc(N=Nc2ccccc2)cc1,-5,6,2,-6,0,5,7,-4,6,9
Nc1nnc(N2CCc3ccccc32)s1,1,4,-10,-7,-2,4,-3,7,0,-1
NC(=O)c1cccnc1Oc1ccc(Cl)cc1,4,2,-13,0,-1,-6,5,-4,0,-6
O=c1[nH]c(C2CCN(S(=O)(=O)c3ccc(C(F)(F)F)cc3)CC2)nc2c1nnn2Cc1ccccc1,-17,1,3,11,-6,-4,6,0,-4,-4
N#CC(c1nc2ccccc2nc1N1CCOCC1)S(=O)(=O)c1ccccc1 (stereo not drawn),-10,-96,-6,6,3,-132,-22,4,-14,-2
Cc1ccc2c(COC(=O)c3ccccc3OC(F)F)cc(=O)oc2c1,-2,-2,-2,6,2,-4,-9,12,-5,-1
Cc1cc2c(cc1S(=O)(=O)N1CCN(c3ccc(Cl)cc3)CC1)OCCN2C,-6,1,6,3,7,-5,3,-2,6,0
COc1ccc(S(=O)(=O)N2CCCC(C(=O)N3CCN(C)CC3)C2)cc1Cl (stereo not drawn),-4,0,-8,-4,7,-6,-6,1,-4,8
FC(F)(F)c1ccccc1Cn1ccc2ccc(-c3ccc4ccn(Cc5ccccc5)c4c3)cc21,9,-39,.,1,3,-54,-20,.,-10,8

# Continued (three carried over from the part before).
SMILES,TDP2 inh,PLC-gamma1 inh,ASAP1 GAP inh,DDE Tn7 FP inh,SIAE primary,PLCb3 inh,ADAM10 inh,ARFGAP1 inhibitor,ADAM17 inh,DDE Tn6 FP inh
Cc1cc2c(cc1S(=O)(=O)N1CCN(c3ccc(Cl)cc3)CC1)OCCN2C,-6,1,6,3,7,-5,3,-2,6,0
COc1ccc(S(=O)(=O)N2CCCC(C(=O)N3CCN(C)CC3)C2)cc1Cl (stereo not drawn),-4,0,-8,-4,7,-6,-6,1,-4,8
FC(F)(F)c1ccccc1Cn1ccc2ccc(-c3ccc4ccn(Cc5ccccc5)c4c3)cc21,9,-39,.,1,3,-54,-20,.,-10,8
CC1CCc2cc(F)ccc2N1C(=O)C12CCC(C)(C(=O)O1)C2(C)C (stereo not drawn),-5,3,3,-5,3,7,2,-3,0,-2
O=C(CSc1nnc(COc2ccccc2)n1-c1ccccc1)c1ccccc1,6,2,5,0,3,3,12,3,7,0
C=CCN(c1ccccc1)S(=O)(=O)c1cccc(C(=O)Nc2cccc(C)n2)c1,3,5,5,-5,-5,0,8,12,1,-6
CCc1cccc(NS(=O)(=O)c2ccc3c(c2)NC(=O)CO3)c1,-7,3,4,-4,3,-7,5,-10,2,-2
FC(F)(F)Oc1ccc(Nc2nc3ccccc3o2)cc1,1,0,-3,2,-3,1,7,3,0,3
O=C(NCc1ccccc1)N1CCN(c2ccccc2F)CC1,-3,1,4,-10,3,4,0,6,-2,-6
CCCCOCCCNC(=O)C[C@@H]1C(=O)N(Cc2ccc(OC)cc2)C2=CCN(C(=O)OC(C)(C)C)C[C@]21C(=O)OCC,5,-1,.,8,7,-2,-2,.,-4,-4
N#C/C(=C/c1cccc([N+](=O)[O-])c1)c1nnc2n1CCCCC2,6,8,-8,9,10,3,2,-1,3,1
COC(=O)c1ccccc1NC(=O)CN(C)S(=O)(=O)c1cc(C)ccc1OC,-3,3,-8,-6,4,0,-4,3,4,2
CCOC(=O)C1=C(C)OC(N)=C(C#N)C1c1ccccc1 (stereo not drawn),2,-11,0,5,5,-21,-6,-3,-2,5
COc1cc(Cl)c(S(=O)(=O)N2CCN(Cc3ccc4c(c3)OCO4)CC2)cc1Cl,-2,7,2,7,-8,2,46*,11,3,3
CCCS(=O)(=O)NC(=O)C1(C)CCN(C(=O)c2cccc(C(F)(F)F)c2)C1 (stereo not drawn),0,1,-4,6,-1,0,-8,-7,-8,2
O=C(c1ccccc1)N(Cc1ccc2c(c1)OCO2)Cc1nc2ccccc2c(=O)[nH]1,1,-1,-1,3,3,0,3,10,-5,1
CC(=O)Nc1ccc2c(c1)nc(CCN1CCOCC1)n2C,-1,3,-6,5,4,2,-37,7,-17,0
COc1ccc(CCNC(=O)CCNS(=O)(=O)c2cccc3nsnc23)cc1OC,-5,11*,7,-3,2,2,0,-10,0,5
CC1(C)CC(=O)C=C(Nc2ccc(Cl)cc2)C1,17,-2,2,5,1,-7,-3,8,-3,-3
O=C(c1ccco1)N1CCN(Cc2cc(=O)c(OCc3c(F)cccc3Cl)co2)CC1,-2,0,-14,4,4,-5,-4,-2,0,1
CCOC(=O)C1=C(C)OC(=Cc2ccc(OC)cc2)C1=O,-7,-18,-1,-8,-3,-19,-42,-7,-10,-2
COc1ccc(CN2CCC(CO)(Cc3cccc(C(F)(F)F)c3)CC2)cc1Cn1cccn1,4,1,4,0,0,-10,-9,5,-5,-5
Cc1cc(-n2c(C)cc(C(=O)CN3C(=O)NC4(CCCC4)C3=O)c2C)no1,1,-1,-1,-7,1,-2,-2,-6,-1,-1
CN(CC(=O)Nc1cccc(F)c1)C(=O)Cn1c(=O)oc2ccccc21,6,-1,4,3,9,-8,-13,-1,-8,-1
Cc1ccccc1NC(=O)NCCc1ccc(Cl)cc1,1,3,-11,2,0,0,2,5,1,2
Cc1nn(C)c(Cl)c1/C=N/OC(=O)c1ccccc1,-5,1,-6,-5,5,-1,-12,32*,1,-1
Cc1c(C(=O)Nc2ccccc2F)sc2ncn(CC(=O)N3CCCCC3)c(=O)c12,1,-4,9,-6,0,-15,-7,4,-4,-11
CCOC(=O)CSc1nc2sc(C)c(C)c2c(=O)n1N,10,0,8,1,1,2,7,-5,-2,-6

# Next part:
SMILES,TDP2 inh,PLC-gamma1 inh,ASAP1 GAP inh,DDE Tn7 FP inh,SIAE primary,PLCb3 inh,ADAM10 inh,ARFGAP1 inhibitor,ADAM17 inh,DDE Tn6 FP inh
Cc1ccc(S(=O)(=O)CCC(=O)OCc2cc(=O)oc3cc(C)ccc23)cc1,10,1,-1,0,1,-8,-2,6,-4,-2
COc1ccc(NC(=O)C2CCN(S(=O)(=O)c3cccc4nonc34)CC2)c(OC)c1,-7,3,-3,-1,9,-2,-2,13,-1,-3
CC(C)CC(NC(N)=O)C(=O)OCC(=O)NC(=O)NC1CCCC1 (stereo not drawn),5,0,15,-1,8,3,0,-11,-1,8
COc1ccc(S(=O)(=O)NCCSCc2ccco2)cc1,5,-4,-4,0,-3,-3,5,-20,-2,6
COC(=O)[C@]12CCCCC=C1N(CCc1ccc(OC)c(OC)c1)C(=O)[C@H](CC(=O)NCCCN1CCCC1=O)C2,0,0,7,-4,-1,-1,-13,6,-4,-3
Cn1c(=O)n(CC(=O)N2CCN(c3nnc(-c4ccccc4)c4ccccc34)CC2)c2ccccc21,3,2,12,-1,12,2,2,4,-1,-2
COc1ccc(S(=O)(=O)NCc2ccco2)cc1C(=O)N1CCCCC1,-4,3,15,-4,-6,-4,8,15,0,-4
O=C(CCN1CCCCC1)NNC(=O)C12CC3CC(CC(C3)C1)C2,4,-2,4,2,-2,-4,-5,-3,-3,-3
COCCn1c(=O)c2c(nc3n2CCCN3CCc2ccccc2)n(C)c1=O,-9,-1,5,-1,2,0,-2,-9,-6,-4
COc1ccc(-c2ccc3c(c2)O[C@H](CN(C)C(=O)Nc2ccccc2F)[C@@H](C)CN([C@H](C)CO)S3(=O)=O)cc1,-8,3,-6,-2,-14,6,1,-4,5,-7
CCCCCCCCN1C(=O)[C@@H](CC(=O)N2CCOCC2)C[C@@]2(C(=O)OC)C1=C[C@H](C(C)(C)C)O[C@@H]2C,-5,4,-7,-1,-1,2,4,8,1,5
CCOCCCN(C)C1CCN(C(=O)c2oc3ccccc3c2NC(=O)c2ccc(F)cc2)CC1,-8,-4,-10,-4,-6,-14,-5,-4,-4,-4
CC(OC(=O)c1ccc(O)cc1)C(=O)Nc1cc(C(F)(F)F)ccc1Cl (stereo not drawn),1,0,9,5,-8,-10,3,0,1,-7
O=[N+]([O-])c1cc(C(F)(F)F)ccc1NCCc1c[nH]c2ccccc12,-9,4,-1,1,0,7,19,10,8,-2
CCCOC(=O)Cc1c(O)c2ccccc2[nH]c1=O,12,-5,5,-1,5,-9,-16,3,-6,-8
